Source: PubChem BioAssay (National Center for Advancing Translational Sciences (NCATS))
L3MBTL1 inh = blocks human L3MBTL1; 230,000 tested, 0.66% active; Potency, µM (titrated, usually from 57.1 µM), for inactives: top-dose activity, negative = inhibition, actives largely listed as inhibitors; Q9Y468; AlphaScreen L3MBTL1–H3K9me1 peptide binding; active = well fitted inhibition curve with a large enough effect; inconclusive = small, poorly fitted or top-dose-only effect; inactive = no such curve, though single readings can be large or run the other way; note: nearly all actives have a fitted effect of over 60% in size
Target sequence (Q9Y468 whole entry, looked up): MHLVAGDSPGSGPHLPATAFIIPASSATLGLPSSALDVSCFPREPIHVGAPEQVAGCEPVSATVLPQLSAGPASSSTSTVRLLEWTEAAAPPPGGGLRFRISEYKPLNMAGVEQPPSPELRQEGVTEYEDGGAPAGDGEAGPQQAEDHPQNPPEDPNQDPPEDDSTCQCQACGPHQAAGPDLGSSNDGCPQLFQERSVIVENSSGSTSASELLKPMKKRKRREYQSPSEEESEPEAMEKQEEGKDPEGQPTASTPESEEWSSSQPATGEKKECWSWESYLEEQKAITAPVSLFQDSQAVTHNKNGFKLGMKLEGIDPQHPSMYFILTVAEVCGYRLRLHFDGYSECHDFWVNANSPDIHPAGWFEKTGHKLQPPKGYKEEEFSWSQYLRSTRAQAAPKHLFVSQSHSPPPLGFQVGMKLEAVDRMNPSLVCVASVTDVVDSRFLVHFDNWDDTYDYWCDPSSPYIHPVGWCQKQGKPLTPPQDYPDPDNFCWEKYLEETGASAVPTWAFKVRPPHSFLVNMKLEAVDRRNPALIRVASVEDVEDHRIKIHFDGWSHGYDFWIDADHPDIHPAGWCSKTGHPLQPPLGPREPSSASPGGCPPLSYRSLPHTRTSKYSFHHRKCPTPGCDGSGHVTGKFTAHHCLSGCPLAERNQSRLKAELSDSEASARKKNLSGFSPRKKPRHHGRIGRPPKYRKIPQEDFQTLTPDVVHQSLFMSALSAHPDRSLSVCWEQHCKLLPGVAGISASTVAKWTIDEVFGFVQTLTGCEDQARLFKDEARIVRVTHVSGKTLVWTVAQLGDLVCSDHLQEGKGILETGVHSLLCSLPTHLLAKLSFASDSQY
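L3MBTL1 50 nM + b-AHA-H3(1-15)K9me1 75 nM, 30 min RT; compound added, 30 min RT; streptavidin donor/Ni-chelate acceptor beads 10 ug/mL each final, 30 min RT dark; AlphaScreen read.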
Numbers without * were called inactive; ? = inconclusive; [ ] = another dose, or the depositor's remark. % is set by controls: 0 for no effect and ±100 for the full control effect; potency is the fitted concentration of half-maximal effect.

smiles	L3MBTL1 inh
COCCN(Cc1ccccc1)C(=O)c1cc(S(=O)(=O)N2CCCCCC2)ccc1OC	1.4%
COc1ccc(N[C@@H]2CCN3C(=O)c4ccccc4[C@@H]3C[C@H]2O)cc1	-1.0%
O=C(NC12CC3CC(CC(C3)C1)C2)c1c(Cl)cccc1Cl	3.1%
CCN(CC(=O)Nc1ccccc1C(F)(F)F)C(=O)c1cc2c(s1)CCCCC2	4.8%
Cc1c(Cl)cccc1NC(=O)CNC(=O)Cc1c[nH]c2ccccc12	-5.8%
NC(=O)CC(NC(=O)c1ccccc1)c1ccc(NCc2ccccn2)c([N+](=O)[O-])c1 (configuration not stated)	8.9%
O=C(Nc1cccc(S(=O)(=O)N2CCOCC2)c1)c1ccc(Cl)nc1	3.5%
COc1cccc2sc3ccc(C#CC4(O)CCCCC4)cc3c(=O)c12	4.0%
O=Cc1c(NCCc2ccc(F)cc2)c2ccccc2[nH]c1=O	2.0%
O=C(COC(=O)C1CC1)NCCc1ccccc1	-1.0%
COc1cccc(CN(C)C(=O)C(CCSC)NS(=O)(=O)c2ccc3c(c2)OCCO3)c1OC (configuration not stated)	8.5%
Cc1c(NC(=O)C(C)Sc2nc(N)cc(=O)[nH]2)c(=O)n(-c2ccccc2)n1C (configuration not stated)	7.2%
COc1ccc(CN2CCC(=O)N(CCO)CC2)cc1OC	7.1%
CC(C)CN(C(=O)c1cc(Cl)nc2ccccc12)C1CCS(=O)(=O)C1 (configuration not stated)	-4.1%
Cn1c(CNC(=O)C2CCCCC2)cc2cc(Cl)ccc21	6.4%
Cc1ccc(CNC(=O)[C@H](C)NC(=O)C2CCN(C(=O)[C@@H](N)CC(C)C)CC2)cc1	-0.9%
N/C(=N\OC(=O)c1cccc(Br)c1)c1ccc([N+](=O)[O-])cc1	-4.6%
CCCn1c(N)c(N(CCOC)C(=O)CCC2CCCCC2)c(=O)[nH]c1=O	-0.5%
O=C(NCCN1CCN(c2ccc([N+](=O)[O-])cc2)CC1)NCc1ccccc1	-2.0%
Cc1cccc(C(=O)NCC(=O)N(C)Cc2nc3ccccc3c(=O)[nH]2)c1	7.6%
COC(=O)c1ccc(NC(=O)c2cc[n+]([O-])cc2)cc1	1.9%
O=C(C[C@H]1C(=O)N(C2CCCCC2)C[C@@H]1Cc1ccccc1)Nc1ccccc1	2.9%
CSCCC(NC(=O)c1ccccc1)C(=O)OCC(=O)NCc1ccco1 (configuration not stated)	-26.0%
Cc1ccc2nc(SCC(=O)N3CC(C)OC(C)C3)nc(=O)n2c1 (configuration not stated)	2.6%
COc1ccc(-c2noc3c2-c2nc(-c4ccccc4F)sc2CC3)cc1	0.9%
COc1cccc(CN(C)C(=O)CN2C(=O)NC(c3ccccc3)(c3ccccc3)C2=O)c1	-6.1%
COc1ccccc1NCCC(=O)OCC(=O)Nc1ccccc1F	-10.5%
CC1CCCN(C(=O)COC(=O)C2CCN(S(=O)(=O)c3ccc4c(c3)OCCO4)CC2)C1 (configuration not stated)	-5.7%
CC(=O)NC(CC(=O)OCC(=O)NCCc1ccccc1)c1ccccc1 (configuration not stated)	-11.5%
COc1cccc(/C=N/c2nc3ccccc3[nH]2)c1O	2.2%
Cc1ccc(C)c(-c2nnc(NC(=O)CCS(=O)(=O)c3ccccc3)o2)c1	9.3%
Cc1ccccc1NC(=O)Cc1nc(COC(=O)c2cccc(O)c2)cs1	-1.1%
CCCC(=O)Nc1ccc2nc(C)n(Cc3ccccc3Cl)c(=O)c2c1	-2.0%
COCCN(CC1CCCN(C2Cc3ccccc3C2)C1)C(=O)CCSC (configuration not stated)	1.3%
CCOc1ccc(NC(=O)CN(C)C(=O)c2cc(C3CC3)nn2-c2ccccc2)cc1OCC	-8.2%
C#CCOCCOCCOCCNc1nc(N2CCN(C(=O)CCCCCCCCCCNC(=O)[C@@H](CCC(=O)O)n3cc(CCCCCN)nn3)CC2)nc(N2CCN(C(=O)CCCCCCCCCCNC(=O)[C@H](CO)n3cc(CCCCCN)nn3)CC2)n1	2.4%
Cc1ccc(S(=O)(=O)N2CCC3(CC2)CC(=O)c2ccccc2O3)cc1	-7.2%
CC1CCN(C2=NC(=O)/C(=C/c3ccc(O)cc3)S2)CC1	-5.3%
CN1CCN(Cc2cccc3ncccc23)CC1CCO (configuration not stated)	-1.5%
COc1cccc(NC(=O)CN2CCCCCC2)c1	1.6%
Cc1ccccc1NC(=O)Cc1cccs1	2.1%
Cc1ccc(C(=O)Nc2ccncc2)c(C)c1	-1.5%
CC(=O)c1ccc(N2CCN(C(C)C(=O)Nc3ccc4c(c3)OCCO4)CC2)cc1 (configuration not stated)	-1.8%
COc1ccc(C(C)=O)cc1CS(=O)(=O)CC(=O)NCCc1c[nH]c2ccccc12	-3.2%
COc1ccc(NC(=O)CN(C)C(=O)CCc2nc3cc(S(=O)(=O)N4CCOCC4)ccc3n2C)cc1	-0.1%
O=C(CN1CCN(c2ccccc2O)CC1)Nc1cc(S(=O)(=O)N2CCCC2)ccc1Cl	-17.0%
O=C(COc1ccc2c(c1)oc(=O)c1ccccc12)N[C@@H](Cc1ccccc1)C(=O)O	1.2%
CCSc1cc(N2CCCC2)nc(-c2ccc(Cl)cc2)n1	-7.9%
Cc1cc(C)c(NC(=O)COC(=O)COc2ccc3c(C)cc(=O)oc3c2)c(Cl)c1	4.6%
COc1ccc(-c2nc3ccccc3nc2-c2ccc(OC)cc2)cc1	58.7%[activator]
COc1ccc(OCCCC(=O)OCC(=O)c2ccc3c(c2)NC(=O)CO3)cc1	6.1%
COc1ccc(NC(=O)C(=O)NCCC2CCCCN2S(=O)(=O)c2ccccc2)cc1 (configuration not stated)	-2.7%
CCC(=O)N(c1nnc(SCC(=O)NN2C(=O)NC3(CCC(C)CC3)C2=O)s1)C1CC1 (configuration not stated)	-8.7%
C[C@H](CO)N1C[C@H](C)[C@@H](CN(C)S(=O)(=O)c2ccc(F)cc2)Oc2ccc(NC(=O)Nc3ccc(C(F)(F)F)cc3)cc2C1=O	-5.3%
COC(=O)C1=C(C)N(CC2CC2)C(=NCc2cccc(Cl)c2)N[C@H]1c1ccccc1	5.1%
CCCC1(c2ccccc2)NC(=O)N(CC(=O)Nc2ccc3c(c2)OCCO3)C1=O (configuration not stated)	-5.5%
CC(OC(=O)CC1CC2CCC1C2)C(=O)Nc1ccc(C(N)=O)cc1 (configuration not stated)	8.3%
Cc1occc1-c1nnc(SC(C)C(=O)Nc2ccccc2F)o1 (configuration not stated)	-0.5%
CNC(=S)Nc1ccc(N2CCCC2)c(S(=O)(=O)Nc2ccc(OC)cc2)c1	-7.1%
O=C1CCCN1CCCNS(=O)(=O)c1cccs1	1.9%

(continued)
smiles	L3MBTL1 inh
COc1ccccc1C(=O)NC(=O)COC(=O)c1ccc(NC(=O)CC#N)cc1	-2.9%
Cc1cc(C)c(C)c(S(=O)(=O)NC(C(=O)NCCc2ccco2)C(C)C)c1C (configuration not stated)	-10.9%
Cc1ccc(NC(=O)CN2C(=O)NC(Cc3c[nH]c4ccccc34)C2=O)cc1 (configuration not stated)	-6.2%
Cc1ccc2c(COC(=O)CNS(=O)(=O)c3ccccc3)cc(=O)oc2c1	-2.7%
COc1ccc(CCNC(=O)CCC(=O)N2CCOc3ccccc32)cc1OC	-1.2%
Cc1ccc(NC(=O)CN(C)C(=O)c2cccc(S(=O)(=O)NCc3cccs3)c2)cc1	-4.6%
Cc1cccc(NC(=O)NNC(=O)c2ccccn2)c1	-4.1%
COC(=O)[C@@]1(Cc2ccccc2)[C@H]2C(=O)N(C)C(=O)[C@H]2[C@H]2CN=C(SCc3ccc(C)cc3)N21	1.4%
CC(NCC(=O)Nc1ccccc1C(=O)NC1CC1)c1ccc(S(C)(=O)=O)cc1 (configuration not stated)	22.7%
COc1ccc(SCCN2CC[C@@H](C)CCC2=O)cc1	7.0%
COc1ccc(NC(=O)Nc2ccc3c(c2)C(=O)N([C@@H](C)CO)C[C@@H](C)[C@@H](CN(C)S(=O)(=O)c2cccs2)O3)cc1	-7.0%
CC(NC(=O)CN(C)CC(=O)Nc1ccc(Cl)c(C(F)(F)F)c1)c1ccccc1 (configuration not stated)	5.2%
COC(=O)c1c(-c2ccccc2OC)sc2ccccc12	72.6%[activator]
CCCS(=O)(=O)c1ccc(COC(=O)Cc2ccc([N+](=O)[O-])cc2)cc1	-8.0%[2.29 µM]
Cc1cc(C(=O)CN2c3cccc4cccc(c34)S2(=O)=O)c(C)n1C	?
COc1ccc(N2CC(C(=O)Nc3cccc(S(=O)(=O)N4CCCC4)c3)CC2=O)c(OC)c1 (configuration not stated)	-1.4%
Oc1ccc(NC(=S)Nc2ccc(F)cc2)cc1	-7.6%
Nc1nnc(SCC(=O)NC2CCCCCCC2)s1	8.3%
COC(=O)c1c(C)[nH]c(C(=O)CN2C(=O)NC3(CCOc4ccccc43)C2=O)c1C (configuration not stated)	0.4%
CCOC(=O)C1=C(COC(=O)c2cccc(Br)c2)NC(=O)NC1C (configuration not stated)	-8.6%
Cc1cccc(N2CCN(C(=O)COc3ccc4c(c3)CCC4)CC2C)c1 (configuration not stated)	-1.7%
N#Cc1c(-c2ccccc2)oc(=O)c2ccccc12	1.8%
C[C@H]1CCC(=O)N([C@H](CSc2ccc(Br)cc2)Cc2ccccc2)CC1	3.8%
CN(Cc1ccccc1)C(=O)c1[nH]cnc1C(=O)Nc1cccc(Cl)c1	-4.1%
Cc1ccc(Cl)cc1NC(=O)COC(=O)CC1CCCCC1	8.7%
CN1CCN(S(=O)(=O)NC[C@H]2O[C@@H](n3cnc4c(N)ncnc43)[C@H](O)[C@@H]2O)CC1	8.5%
CCOc1ncccc1C(=O)Nc1cc(S(=O)(=O)N2CCOCC2)ccc1OCC(F)(F)F	1.0%
CCOC(=O)C1CCCCN1C(=O)/C(=C/c1ccc(OC)cc1)c1ccc(OC)c(OC)c1 (configuration not stated)	-7.9%
COc1ccc(S(=O)(=O)N2CCC3(CC2)CC(=O)c2ccccc2O3)cc1	6.5%
O=C(CCNS(=O)(=O)c1ccccc1F)NC1CCCCCC1	4.9%
Nc1nnc(SCC(=O)NNC(=O)c2ccccc2)s1	1.1%
CC(OC(=O)Cn1cnc2c1c(=O)n(C)c(=O)n2C)C(=O)NC1(C#N)CCCCC1 (configuration not stated)	6.8%
COc1cc(NC(=O)c2cc(-c3ccc(C)cc3)on2)cc(OC)c1OC	5.9%[2.29 µM]
O=C(NC(Cc1ccccc1)C(=O)O)NC12CC3CC(CC(C3)C1)C2 (configuration not stated)	10.7%
C=C1CCN(c2ccc(C(=O)NCc3ccccc3)cc2[N+](=O)[O-])CC1	-2.6%
O=C(Nc1ccccc1O)c1ccc(C(=O)c2ccccc2)o1	5.5%
CN(Cc1cccc(F)c1)C(=O)c1cc(S(=O)(=O)N2CCOCC2)ccc1N1CCCC1	1.6%
COC(=O)[C@H](Cc1ccc(O)cc1)NC(=O)Cn1cnc2c(NCc3ccccc3)ncnc21	-1.5%
CC(=O)c1cccc(S(=O)(=O)N2CCC(C(=O)Oc3ccc(-c4nnco4)cc3)CC2)c1	21.3%
CCOC(=O)c1sc2nc(C)nc(N3CCN(S(=O)(=O)c4ccccc4)CC3)c2c1C	1.6%
CC1=C(C(=O)OCc2ccccc2)C(c2ccc([N+](=O)[O-])cc2)NC(=O)N1CCCC(=O)O (configuration not stated)	1.3%
O=C(NCCS(=O)(=O)NCc1ccc2c(c1)OCO2)c1ccccc1	2.8%
CN(C)C(=O)CCc1ccc2c3c([nH]c2c1)[C@]1(CCC2CCCC2)[C@@H](C(=O)N2CCOCC2)C[C@H](CC(=O)NCC24CC5CC(CC(C5)C2)C4)C(=O)N1CC3	2.7%
Cc1nc2ccccc2c(=O)n1-c1ccc(NS(=O)(=O)c2ccc(F)cc2)cc1	2.1%
CCN(c1ccccc1)S(=O)(=O)c1ccc(C(=O)Nc2cccc(C)n2)cc1	8.5%
CCCCc1ccc(NC(=O)CSc2nc(=O)n(CCN(CC)CC)c3c2CCCC3)cc1	-1.1%
CCc1cc(C(=O)NCC(C)(C)N2CCOCC2)sc1C	9.1%
CC(CN1CCOCC1)OC(=O)c1ccc(Cl)cc1Cl (configuration not stated)	4.5%
CCOC(=O)CNC(=O)Cn1cnc2c(nnn2-c2ccccc2)c1=O	2.1%
CCCOc1ccc(CC(=O)N/N=C\c2ccc(F)cc2)cc1	1.9%
CCc1noc(C)c1C(=O)NNC(=O)c1nn(CC)c(=O)c2ccccc12	3.9%
Cc1ccc(C)c(NC(=O)COC(=O)c2nn(C)c(=O)c3ccccc23)c1	2.9%
COc1ccccc1C(=O)NCCOc1ccc(C(C)(C)C)cc1	4.1%
O=C(COC(=O)CCC(=O)c1ccc(F)cc1)NC1CCCCC1	13.7%

Arranged by molar mass (ascending): part of the list above.
smiles	L3MBTL1 inh
O=C(NCCS(=O)(=O)NCc1ccc2c(c1)OCO2)c1ccccc1	2.8%
COc1cccc2sc3ccc(C#CC4(O)CCCCC4)cc3c(=O)c12	4.0%
CSCCC(NC(=O)c1ccccc1)C(=O)OCC(=O)NCc1ccco1 (configuration not stated)	-26.0%
C[C@H]1CCC(=O)N([C@H](CSc2ccc(Br)cc2)Cc2ccccc2)CC1	3.8%

An excerpt; count on the stated rates, not on these rows.
